PI4K2A inh: PI4K2A (human) kinase inhibition; actives 0.13% (n = 420,000); purified PI4K2A, ADP-Glo luminescence, 1 h; stronger effect = lower value; activity change, negative = inhibition, % at 76.9 µM; AID 1346378; Q9BTU6; in the data active means activity change below about -50%; inconclusive means mostly about -30% to -49%;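 further: -100% = wells without enzyme as full effect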
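ADP-Glo luminescence measured ADP generated by PI4K2A enzyme (4 ug/mL before mixing) with 1.2 mM PI substrate (pre-mix) and 300 microM ATP (pre-mix). Tris pH7.5 buffer with MgCl2, Triton X-100; 1 h reaction at ambient temperature.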
TrxR1 substrate: is turned over as a substrate by rat TrxR1. O89049. purified TrxR1 substrate turnover, NADPH consumption readout. Potency, µM (titrated, usually from 114 µM), inactives show top-dose activity change, negative = substrate turnover. actives 0.01% (n = 390,000); further: potency means the concentration at half of the fitted maximal effect; on the % scale 0 is the no-effect control and ±100 the full control effect; nearly all actives have a fitted effect of over 50% in size
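Rat TrxR1, dispensed at 90 nM, was prereduced with 400 uM NADPH (final) for 5 min at ~22 deg C, then incubated with compound 15 min before 400 uM selenite. A first-read NADPH fluorescence drop versus no-compound background flagged substrates.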
GLS inh: blocks human kidney-isoform glutaminase activity; O94925; GLS enzymatic activity, qHTS titration; Potency, µM (titrated, usually from 45.5 µM), without a hit: at the highest dose activity change, negative = inhibition, most hits filed as inhibitors; actives 0.21% (n = 410,000); further: potency means the concentration at half of the fitted maximal effect; on the % scale 0 is the no-effect control and ±100 the full control effect
Target sequence (O94925 whole entry, looked up, canonical isoform): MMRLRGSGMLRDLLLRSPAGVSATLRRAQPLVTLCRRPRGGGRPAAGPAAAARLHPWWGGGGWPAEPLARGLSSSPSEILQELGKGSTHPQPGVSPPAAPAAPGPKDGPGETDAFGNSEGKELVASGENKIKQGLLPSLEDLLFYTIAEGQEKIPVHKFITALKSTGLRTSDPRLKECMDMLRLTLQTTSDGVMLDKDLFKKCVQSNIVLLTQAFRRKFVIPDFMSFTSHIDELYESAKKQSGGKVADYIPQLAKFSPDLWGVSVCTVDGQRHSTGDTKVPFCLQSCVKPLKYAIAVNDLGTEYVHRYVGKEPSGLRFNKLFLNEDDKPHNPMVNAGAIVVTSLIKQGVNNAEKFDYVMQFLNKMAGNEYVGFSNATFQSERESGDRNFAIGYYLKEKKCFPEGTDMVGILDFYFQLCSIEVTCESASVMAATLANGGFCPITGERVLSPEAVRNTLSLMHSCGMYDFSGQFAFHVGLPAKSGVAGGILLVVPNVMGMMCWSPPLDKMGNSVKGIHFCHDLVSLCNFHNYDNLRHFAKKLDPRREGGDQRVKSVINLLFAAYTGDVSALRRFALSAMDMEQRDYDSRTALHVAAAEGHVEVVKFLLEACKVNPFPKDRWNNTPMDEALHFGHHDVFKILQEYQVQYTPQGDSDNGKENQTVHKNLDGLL
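Assay buffer: 45 mM KH2PO4 pH 8.2, 0.02% Tween-20. hKGA acts on L-glutamine (1 mM solution added); product glutamate is reported by an oxidase/peroxidase Amplex Red coupling, with fluorescence taken at baseline and 30 min.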
Pin1 inhibitor: inhibitors of human Pin1; Pin1 FP peptide displacement, HiFluor488, 10 min; AID 504891; Potency, µM (titrated, usually from 115 µM), for inactives: top-dose activity, negative = inhibition, actives largely listed as inhibitors; Q13526; actives 0.009% (n = 390,000); active means well fitted inhibition curve with a large enough effect in the polarisation, with a control signal flat, not every such curve was filed as active; inconclusive means small, poorly fitted or top-dose-only effect, or effect the other way, or a change in a side signal; inactive means no such curve, though single readings can be large or run the other way; the % refers to the polarisation; further: potency means the concentration at half of the fitted maximal effect; on the % scale 0 is the no-effect control and ±100 the full control effect
Target sequence (Q13526 whole entry, looked up): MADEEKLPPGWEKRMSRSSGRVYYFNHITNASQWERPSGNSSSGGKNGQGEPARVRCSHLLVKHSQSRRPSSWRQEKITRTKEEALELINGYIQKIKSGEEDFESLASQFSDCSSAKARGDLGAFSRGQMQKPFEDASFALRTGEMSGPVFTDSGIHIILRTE
IDH1 R132H inh: inhibitors of human mutant IDH1 R132H; IDH1-R132H enzyme, NADPH consumption, diaphorase/resazurin fluorescence; Potency, µM (titrated, usually from 76.6 µM), without a hit: top-dose activity change, negative = inhibition, most hits filed as inhibitors; actives 0.093% (n = 390,000); AID 602179; further: potency means the concentration at half of the fitted maximal effect; on the % scale 0 is the no-effect control and ±100 the full control effect; nearly all actives have a fitted effect of over 65% in size
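IDH1-R132H (0.5 ug/mL) preincubated 30 min with compound, then NADPH (0.016 mM) and alpha-KG (2 mM) added; 80 min at RT, pH 7.5. Remaining NADPH coupled via diaphorase/resazurin to fluorescence (540/590 nm); concentration-response curves normalized to no-enzyme control.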
USP1 inh: blocks the human USP1/UAF1 deubiquitinase complex; recombinant USP1/UAF1, Ub-Rhodamine cleavage fluorescence; Potency, µM (titrated, usually from 57.1 µM), for inactives: at the highest dose activity change, negative = inhibition, most hits filed as inhibitors; actives 0.23% (n = 390,000); AID 743255; further: potency means the concentration at half of the fitted maximal effect; on the % scale 0 is the no-effect control and ±100 the full control effect; nearly all actives have a fitted effect of over 60% in size; inactives centre near -12
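In this screen, compounds sit with the deubiquitinase complex (1nM) for 15 min at room temperature before Ub-Rho is added at 150nM final. Fluorescence rise is then followed for 6 reads every 60 seconds.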
HP1b binding inh: HP1-beta chromodomain-methylated histone interaction inhibition | Potency, µM (doses to about 114 µM), for the others: at the highest dose activity change, negative = inhibition, actives largely listed as inhibitors | AlphaScreen HP1-beta / biotin-H3K9me3 peptide binding | P83916 | AID 540317 | actives 0.56% (n = 390,000); further: potency means the concentration at half of the fitted maximal effect; nearly all actives have a fitted effect of over 70% in size; inactives centre near 23
Target sequence (P83916 whole entry, looked up): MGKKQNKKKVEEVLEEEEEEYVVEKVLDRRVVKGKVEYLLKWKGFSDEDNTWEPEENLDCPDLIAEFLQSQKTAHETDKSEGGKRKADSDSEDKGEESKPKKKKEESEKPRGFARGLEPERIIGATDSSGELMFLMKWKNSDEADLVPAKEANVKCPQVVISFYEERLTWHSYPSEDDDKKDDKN
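HP1-beta protein (50 nM final) preincubated 30 min at room temperature with biotinylated H3(1-18)K9me3 peptide (50 nM) in PBS pH 7.4, 0.01% Tween-20, then compound added for 30 min. AlphaScreen streptavidin donor/nickel chelate acceptor beads (10 ug/mL final), 30 min dark, luminescence read.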
PGK inhibitor: blocks T. brucei phosphoglycerate kinase | P07378 | PGK/GAPDH coupled, Kinase-Glo luminescence, 60 min | Potency, µM (series often up to 57.5 µM), for inactives: at the highest dose activity change, negative = inhibition, usual class: inhibitors | actives 0.043% (n = 380,000) | AID 602233; further: potency means the concentration at half of the fitted maximal effect; on the % scale 0 is the no-effect control and ±100 the full control effect; nearly all actives have a fitted effect of over 60% in size
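Luminescent ATP detection (Kinase-Glo Plus) follows a 60-minute room-temperature incubation, with wells lacking PGK as controls. Buffer: 100 mM TEA (pH 7.6), 5 mM MgCl2, 0.01% Tween-20. Coupling enzyme GAPDH (100 nM final) supplies unstable 1,3-BPG in-well.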
rTrxR1 inhibitor: inhibitors of rat thioredoxin reductase 1; recombinant rTrxR1, NADPH fluorescence consumption, selenite substrate; Potency, µM (top dose mostly 114 µM), for the others: at the highest dose activity change, negative = inhibition, actives largely listed as inhibitors; actives 1% (n = 390,000); further: potency means the concentration at half of the fitted maximal effect; on the % scale 0 is the no-effect control and ±100 the full control effect; nearly all actives have a fitted effect of over 65% in size
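Rat TrxR1 (90 nM in the dispensed reagent) was pre-reduced with 400 uM NADPH for 5 min at room temperature, then incubated with compound for 15 min. After 400 uM selenite was added, NADPH fluorescence (Ex 340/Em 450 nm) was followed for 8 min.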
The depositor's hits bear a star; i = inactive; ? = inconclusive; / = not tested or not shown; [ ] = another dose, or the depositor's remark. Unless noted, the call rests on the fitted dose curve; in most records, active means well fitted curve in the direction sought with a large enough effect; inconclusive means small, poorly fitted or top-dose-only effect, or another doubt; inactive means no such curve, though single readings can be large; an effect the other way counts as inactive or inconclusive.

Molecule	IDH1 R132H inh	USP1 inh	TrxR1 substrate	HP1b binding inh	PI4K2A inh	GLS inh	PGK inhibitor	rTrxR1 inhibitor	Pin1 inhibitor
CCn1cc(S(=O)(=O)c2ccc(OC)cc2)c(=O)c2cc(F)c(N3CCN(C)CC3)cc21	-4%	-14%	40%[activator]	48%[activator]	0	-15%	-7%	31%	1%
COc1cccc(/C=C2\Oc3cc(OCC(=O)N4CCCC4)ccc3C2=O)c1OC	-5%	-17%	10%	36%	3	-1%	-3%	-7%	1%
O=C(O)Cn1c(P(=O)(O)c2ccccc2)nc2ccccc21	11%	-12%	0%	-12%	-10	-3%	1%	6%	-9%
N/C(=N\OC(=O)c1cccnc1)c1ccccc1Cl	0%	-10%	1%	40%[activator]	-1	-4%	0%	14%	-3%
C=CCNC(=S)NC(=O)c1oc2ccccc2c1C	-5%	-10%	8%	44%[activator]	-2	1%	-1%	8%	-2%
COc1ccc(CCC(=O)NC2=NCCS2)cc1OC	5%	-5%	12%	41%[activator]	0	4%	-2%	23%	-13%
COc1cc(Cl)ccc1OCc1cc(C(=O)N2CCN(c3ccccn3)CC2)no1	9%	-31%	9%	33%[activator]	3	0%	-8%	35%	10%
CCOC(=O)c1ccc(NC(=O)CSc2nc(=O)n3cccc(C)c3n2)cc1	7%	?	0%	2%	2	-2%	-6%	-6%	1%
Cc1ccc(C(=O)C2=C(O)C(=O)N(Cc3ccco3)C2c2cccc(Br)c2)o1 (centres undefined)	1%	?	4%[57.1 µM]	-2%	0	-5%	14%	-6%[57.1 µM]	2%
O=C(COC(=O)c1cc(=O)[nH]c2ccccc12)c1cccs1	7%	-4%	14%[57.1 µM]	33%	-3	3%	4%	16%[11.4 µM]	-1%
CS(=O)(=O)C1=NSC2=NC(=O)/C(=C\c3ccc(OS(=O)(=O)c4ccccc4)cc3)C(=N)N21	-15%	-16%	0%	-10%	-14	6%	-12%	5%	1%
CCOc1ccc(CCNC(=O)C2Cc3ccccc3N2C(=O)CC)cc1 (centres undefined)	-19%	-5%	9%[57.1 µM]	31%	1	-2%	i	22%[57.1 µM]	-3%
COc1ccc(CCC(=O)NNC(=O)Nc2cc(Cl)ccc2C)cc1	2%	-4%	-8%	18%	1	0%	0%	-6%	6%
Cc1ccc(-n2nc3c(c2NC(=O)C2CC2)CS(=O)(=O)C3)cc1	-7%	-7%	2%	32%	-2	-4%	-5%	17%	-5%
COc1cc(CCC(=O)Nc2ccc(Br)c(C(F)(F)F)c2)cc(OC)c1OC	2%	-25%	-13%	35%[activator]	-4	-7%	-4%	-7%	6%

Carrying on:
Molecule	IDH1 R132H inh	USP1 inh	TrxR1 substrate	HP1b binding inh	PI4K2A inh	GLS inh	PGK inhibitor	rTrxR1 inhibitor	Pin1 inhibitor
CN(C)c1ccc(NC(=O)CSc2nnc(-c3cnccn3)n2C)cc1	4%	-7%	-5%	11%	-4	27%	1%	-7%	3%
COc1cc(/C=N/NC(=S)NCc2ccco2)cc(OC)c1OC	0%	-15%	8%[57.1 µM]	-10%	13	18%	6%	7%[57.1 µM]	-2%
N/C(=N\OC(=O)C1CCCCC1)c1ccc(Cl)cc1	14%	-12%	2%	74%[activator]	1	1%	-5%	12%	2%
CCN1C(=S)N[C@@H](CCc2ccccc2)C(C(=O)OC)=C1C	-2%	?	9%[57.1 µM]	30%	-2	1%	i	13%[57.1 µM]	1%
O=c1c2ccccc2nc2n1CCCCN2	5%	-5%	135%[activator]	15%	4	7%	i	-25%	5%
COCC(=O)N1CCN(c2nc3ccccc3o2)CC1	7%	-22%	2%	34%	0	-3%	-3%	15%	-14%
Cc1nn(Cc2ccccc2Cl)c(C)c1NC(=O)c1cc(C(C)C)on1	-4%	-24%	-3%	19%	3	-9%	-8%	2%	-7%
O=C(NNS(=O)(=O)c1ccc(F)cc1)c1cnccn1	-1%	-8%	-2%[57.1 µM]	19%	2	7%	i	12%[57.1 µM]	4%
CN(C)CCC(=O)c1cccc(Br)c1	-4%	-15%	0%	?	33	3%	/	0.32µM*	2%
O=C(CSc1nnc(CNC(=O)c2ccccc2F)o1)NCc1ccccc1	12%	-11%	0%	26%	-6	4%	i	7%	-11%
Cc1cc(NC(=O)CSc2ncn(-c3ccccc3)n2)no1	3%	-13%	7%[57.1 µM]	24%	-4	0%	-5%	5%[57.1 µM]	6%
COc1ccc(NC(=O)C(=O)NCCN2CCN(C(=O)c3ccc(C)cc3)CC2)cc1	4%	-12%	5%[57.1 µM]	9%	-2	-4%	i	23%[57.1 µM]	0%
CN(C)/C=C(/C(=O)c1ccccc1)S(=O)(=O)c1ccc(Cl)cc1	9%	-17%	-16%[57.1 µM]	51%[activator]	-2	-7%	i	-2%[57.1 µM]	5%
O=C(CSc1ncn[nH]1)NCc1ccccc1	5%	-11%	1%	51%[activator]	1	3%	0%	6%	-4%
COc1cccc(OC)c1OCCOc1ccccc1OC(C)C	3%	-21%	-7%[57.1 µM]	58%[activator]	-3	-1%	i	10%[57.1 µM]	1%

Additional structures follow.
Molecule	IDH1 R132H inh	USP1 inh	TrxR1 substrate	HP1b binding inh	PI4K2A inh	GLS inh	PGK inhibitor	rTrxR1 inhibitor	Pin1 inhibitor
CC(=O)NCC(=O)N1CCCC(C(=O)c2ccc3c4c(cccc24)CC3)C1 (centres undefined)	-6%	-14%	59%[activator]	1%	-3	1%	-5%	11%	0%
CN1CCN(C(=S)NC(=O)/C=C/c2ccccc2Cl)CC1	-1%	-9%	7%[57.1 µM]	15%	0	9%	i	13%[57.1 µM]	1%
N#Cc1cnc2ncnn2c1-c1ccccc1	-4%	-18%	2%	43%[activator]	2	1%	-3%	15%	-1%
O=C(Nc1sc2c(c1C(=O)O)CCC2)c1cccc(Cl)c1	35%[activator]	-32%	-8%	25%	3	-11%	-2%	-6%	-12%
C=CCOC(=O)C1=C[C@H](c2ccc(Br)cc2)C[C@H](OCCCCO)O1	-14%	-31%	1%[57.1 µM]	30%	-1	1%	-2%	-4%[57.1 µM]	22%
CCc1cccc(OCCCCNCCOC)c1	3%	-19%	3%	?	1	5%	7%	2%	-10%
CC(C)N1C(=O)C(=O)N(CC(=O)N2CCc3ccccc32)C1=O	7%	-4%	4%	37%[activator]	-4	4%	-5%	10%	-5%
O=C(NCC1CCCO1)c1ccccc1-c1nc(-c2ccccc2F)no1 (centres undefined)	-15%	-19%	4%[57.1 µM]	72%[activator]	13	-11%	-6%	27%[57.1 µM]	2%
COc1ccc(/C=N/NC(=O)CCn2nc(C)cc2C)cc1	-12%	-18%	-2%	36%	1	-2%	-5%	3%	-1%
CCOC(=O)Cn1c(=O)cc(C)c2ccccc21	15%	-15%	0%	?	-4	?	-8%	8%	-4%
CC(=O)Nc1ccc(C(=O)OCC(=O)Nc2c(C)n(C)n(-c3ccccc3)c2=O)cc1	-8%	-6%	0%	26%	4	4%	9%	5%	-2%
Cc1ccc(S(=O)(=O)/N=C(/Nc2ccccn2)c2ccc(Cl)cc2)cc1	2%	-12%	12%[57.1 µM]	23%	-3	1%	6%	8%[57.1 µM]	-5%
CC(=O)c1cccc(NC(=O)c2ccc(-c3ccccc3[N+](=O)[O-])o2)c1	15%	-19%	-6%	-15%	1	9%	1%	-8%	0%
CCC(C)NC(=O)c1cnn2c1NC(c1cccs1)CC2C(F)(F)F (centres undefined)	2%	-18%	13%	30%	2	12%	1%	20%	2%
Cc1ccc(NC(=O)CSc2nnc(N)s2)cc1S(=O)(=O)N1CCOCC1	8%	-8%	3%	7%	-9	-2%	i	9%	0%

The results go on.
Molecule	IDH1 R132H inh	USP1 inh	TrxR1 substrate	HP1b binding inh	PI4K2A inh	GLS inh	PGK inhibitor	rTrxR1 inhibitor	Pin1 inhibitor
Cc1cccc(NC(=O)c2c(NC(=O)c3ccco3)sc3c2CCC(C)C3)c1 (centres undefined)	/	6%	95%[activator]	45%[activator]	1	-6%	/	?	12%
CCN(CC(=O)Nc1ccc(OC)cc1)CC(=O)Nc1cccc(C#N)c1	8%	-23%	4%	28%	-3	-12%	-10%	12%	1%
NC(=O)NCc1ccccc1Cl	30%[activator]	-8%	7%[11.4 µM]	21%	4	5%	i	12%	0%
CC1CCN(CCCNC(=O)c2ccc3c(=O)n(CCc4ccccc4)c(=O)[nH]c3c2)CC1	3%	-16%	1%	17%	8	-1%	3%	-2%	5%
O=C(NCCc1c[nH]c2ccccc12)c1cncc(Br)c1	2%	-18%	6%[57.1 µM]	11%	-2	1%	i	7%[57.1 µM]	-10%
COCC(=O)N1CCC(Oc2ccc(C(=O)N3CCSCC3)cc2)CC1	0%	-4%	-2%	20%	2	-8%	i	?	-7%
Cc1cc(SCC(=O)NN=C2CCN(C(C)C)CC2)c(C)cc1Br	10%	4%	-10%	13%	2	15%	-3%	-8%	3%
Cc1cccc(CN2CCC(CNC(=O)Cn3ncc4c([nH]c5ccc(C)cc54)c3=O)CC2)c1	-12%	-15%	-12%	18%	3	1%	i	-16%	0%
Cc1cccc(C)c1NC(=O)N1CCN(c2nc3ccccc3s2)CC1	-4%	-7%	4%	32%	1	2%	-3%	2%	2%

Assay outcomes from PubChem.

Not all compounds are listed; rates above refer to the full screens.
